Screening data from PubChem BioAssay.
Cdc42 wt GTP – changes GTP binding to wildtype human Cdc42; 0.2% of 190,000 active; GST-Cdc42 beads, Bodipy-GTP binding, flow cytometry; actives lie on both sides; percent activity (GTP binding), % at 10 µM; P60953; AID 761;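 active = percent activity GTP binding at least 20 points away from the 100% baseline, either down as inhibitor or up as activator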;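 note: median bead fluorescence of bound Bodipy-FL-GTP at 100 nM; 0% = excess unlabeled GTP control and 100% = no compound control; below 100% means less GTP binding so inhibitor and above means activator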
Target sequence (P60953 whole entry, looked up): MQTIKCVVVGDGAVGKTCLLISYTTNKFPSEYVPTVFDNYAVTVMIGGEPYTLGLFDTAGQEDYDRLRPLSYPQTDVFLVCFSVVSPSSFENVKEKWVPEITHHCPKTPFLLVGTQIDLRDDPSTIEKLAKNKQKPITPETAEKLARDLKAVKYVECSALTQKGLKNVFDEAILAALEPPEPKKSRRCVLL
Pf gametocyte – P. falciparum stage V gametocyte viability inhibition; 0.065% of 150,000 active; inhibition, % at 10.9 µM; P. falciparum stage V gametocytes, ATP luminescence, 24 h;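 active = inhibition above the mean plus 3 SD of compounds within the control limits, set per campaign, cut at about 38% in these data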;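 note: 0% = DMSO wells and 100% = medium only without gametocytes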
Mcl1 Noxa PPI – disrupts binding of human Mcl-1 to Noxa peptide; TR-FRET Mcl-1/Noxa peptide binding, 2 h; 1.5% of 220,000 active; AID 1022; inhibition, % at 21.7 µM; Q07820;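 active = compounds that cut the protein-peptide binding signal by more than 50% relative to plate controls in a single-dose test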;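 note: His-tagged Mcl-1 with rhodamine Noxa BH3 peptide and terbium anti-His antibody; 0% = Mcl-1 plus Noxa peptide wells and 100% = peptide-only wells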
Target sequence (Q07820 whole entry, looked up): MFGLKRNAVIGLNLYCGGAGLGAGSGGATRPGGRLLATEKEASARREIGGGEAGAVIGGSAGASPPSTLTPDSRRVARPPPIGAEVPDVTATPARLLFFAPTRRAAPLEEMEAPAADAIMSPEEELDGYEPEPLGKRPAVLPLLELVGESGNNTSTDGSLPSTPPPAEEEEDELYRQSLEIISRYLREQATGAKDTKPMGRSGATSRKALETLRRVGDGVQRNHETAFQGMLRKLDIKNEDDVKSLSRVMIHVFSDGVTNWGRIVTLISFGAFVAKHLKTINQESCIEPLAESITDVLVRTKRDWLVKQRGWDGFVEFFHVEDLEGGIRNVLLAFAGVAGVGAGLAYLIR
Rab7 wt modul – dog Rab7 wildtype GTP binding, inhibitors and activators | 0.055% of 190,000 active | GTP binding activity (percent of control), % at 10 µM | GST-Rab7 beads, fluorescent GTP binding, flow cytometry; actives lie on both sides; untreated = 100%, excess cold GTP = 0%;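 active = fluorescent GTP binding to Rab7 beads changed by at least 20 points from the 100% baseline, either direction, mostly lower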;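 note: median green fluorescence of bound Bodipy-FL-GTP per Rab7 bead population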
GSH fluor – GSH bead compound fluorescence profile | GSH beads flow cytometry, compound fluorescence 488/530 nm; stronger effect = higher value | 0.25% of 190,000 active | fluorescence (KMESF) at 10 µM; in the data active = fluorescence above about 89;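 note: glutathione beads carrying GST-tagged Bcl family fusion proteins plus one bare bead set; values are compound well signal with DMSO vehicle wells as background; inactives centre near 16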
Rac1 act GTP bind – human Rac1 activated mutant GTP binding change. AID 764. 0.11% of 190,000 active. percent activity (GTP binding), % at 10 µM. GST-Rac1 activated beads, fluorescent GTP binding, flow cytometry; actives lie on both sides; 100% means binding = to untreated wells. P63000;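 active = GTP binding at least 20 percentage points away from the 100% baseline, in either direction, so actives lie on both sides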
Rac1 wt GTP bind – alters GTP binding to wildtype human Rac1. GTP binding activity (% of control), % at 10 µM. GST-Rac1 beads, fluorescent GTP binding, flow cytometry; actives lie on both sides; 0 = cold GTP competed, 100 = untreated. 0.27% of 190,000 active. P63000;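 active = GTP binding activity at least 20 points away from the 100% control level, either lower or higher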
Rab2 wt GTP – changes GTP binding to wildtype dog Rab2A, up or down. GTP binding activity, % at 10 µM. AID 760. 0.19% of 190,000 active. P61105. GST-Rab2 wt beads, Bodipy-GTP binding, flow cytometry;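 active = GTP binding activity at least 20 points away from 100%, either lowered or raised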;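 note: 0% = beads with excess unlabeled GTP and 100% = no-compound control corrected for plate trend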
HRas wt GTP – human HRas wildtype GTP binding, change in either direction; GTP binding activity, % at 10 µM; GST-Ras wt beads, Bodipy-FL-GTP binding, flow cytometry; actives lie on both sides; AID 759; P01112; 0.14% of 190,000 active;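 active = GTP binding activity at least 20% away from the 100% baseline, either lowered as inhibitor or raised as activator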;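 note: 0% = unlabeled GTP competition control and 100% = no-compound control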
Target sequence (P01112 whole entry, looked up): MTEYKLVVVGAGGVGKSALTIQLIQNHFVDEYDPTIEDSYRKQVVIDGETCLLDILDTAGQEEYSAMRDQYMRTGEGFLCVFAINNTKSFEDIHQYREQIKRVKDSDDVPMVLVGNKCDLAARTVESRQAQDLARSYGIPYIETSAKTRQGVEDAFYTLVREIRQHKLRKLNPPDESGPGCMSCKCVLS
Avidin fluor – compound fluoresces at 488/530 nm on avidin beads. compound fluorescence 488/530 nm, flow cytometry; stronger effect = higher value. fluorescence (KMESF) at 10 µM. 0.38% of 220,000 active; in the data active = fluorescence above about 47; note: inactives centre near 10
Mcl1 Bid PPI – disrupts binding of human Mcl-1 to Bid peptide; TR-FRET Mcl-1/Bid-Dy647 peptide binding, 1536-well; inhibition, % at 21.7 µM; 0.97% of 220,000 active;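 active = compounds that cut the binding signal by more than half at the single screening dose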;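 note: His-tagged Mcl-1 with europium anti-His antibody binding Bid BH3 peptide; 0% = Mcl-1 plus peptide wells and 100% = peptide-only wells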
Starred values were filed as active, the others as inactive; nt = no result given.

SMILES	Cdc42 wt GTP	Pf gametocyte	Mcl1 Noxa PPI	Rab7 wt modul	GSH fluor	Rac1 act GTP bind	Rac1 wt GTP bind	Rab2 wt GTP	HRas wt GTP	Avidin fluor	Mcl1 Bid PPI
O=C(N/N=C\c1ccc(COc2ccc([N+](=O)[O-])cc2)o1)c1ccc(Cl)cc1	104	-8	-9	101	9	99	107	102	103	36	-5
CCOC(=O)Cc1csc(NC(=O)c2c(-c3c(Cl)cccc3Cl)noc2C)n1	96	nt	17	101	8	96	98	95	100	31	-17
Cc1cc(N2CCC(C)CC2)nc(-n2nc(C)cc2C)n1	101	15	0	96	22	98	101	103	102	14	-7
Nc1cc(-c2ccccc2)nn1Cc1ccccc1	96	-22	10	95	26	95	95	96	97	9	-10
Cc1ccc(-c2nn3nnnc3c3ccccc23)cc1C	98	-20	4	98	14	97	97	99	99	9	-5
COC(=O)c1c(C(=O)OC)c(-c2ccc(C)cc2)n2c1CS(=O)C2 (stereo not given)	105	nt	16	102	24	101	102	105	105	11	-23
Clc1ccc(CN2CCN(/N=C/c3cccnc3)CC2)cc1	101	24	10	108	12	97	98	101	99	11	-21
O=C(Nc1ccncc1)Nc1ccc(F)cc1F	101	nt	-7	102	51	100	102	103	103	17	3
CCC(C)NC(=O)c1n[nH]c(=O)c2ccccc12 (stereo not given)	96	nt	12	99	18	96	101	98	101	21	-17
Cc1cccc(NC(=O)NCC(c2cccnc2)N2CCOCC2)c1 (stereo not given)	98	nt	-7	101	13	97	99	99	99	7	-30
O=C(Nn1c(=S)[nH]c2ccccc2c1=O)c1ccncc1	101	nt	15	96	26	99	100	102	101	32	-29
Cc1ccnc(NS(=O)(=O)c2ccc(NC(=O)c3ccc(S(=O)(=O)N4CCOCC4)cc3)cc2)n1	100	4	24	98	8	99	102	102	99	1	5
CC(C)C(C(=O)NCC1CCCO1)N(Cc1cccs1)C(=O)CNS(=O)(=O)c1ccccc1 (stereo not given)	95	nt	5	97	28	99	98	96	96	10	4
CCOC(=O)c1cnc(SCc2cccc3ccccc23)nc1N	93	-18	-1	100	8	96	93	101	98	12	-21
COc1ccc(/C=C/C(=O)NCc2cnn(C)c2C)cc1COc1ccc(Br)cc1	105	nt	-4	104	13	100	102	103	104	30	5
CCc1ccc(CCC(=O)Nc2ccc(S(N)(=O)=O)cc2)o1	102	0	7	99	18	99	103	99	98	5	3
Cc1ccc(S(=O)(=O)Oc2ccc(C3C4=C(CCCC4=O)OC4=C3C(=O)CCC4)cc2)cc1	96	nt	-10	98	26	95	98	98	96	14	0
Cc1ccc(-c2nnn(CC(=O)N(Cc3cccs3)C(C(=O)NC3CCCC3)c3ccco3)n2)o1 (stereo not given)	98	4	-10	98	19	96	97	96	97	4	-27
Cc1cccc(N2C(=S)NC3c4cc(Cl)ccc4OC2(C)C3C(=O)N(C)C)c1 (stereo not given)	97	-18	5	96	17	98	103	95	97	8	-45
c1ccc2c(c1)OCCOCCOCCOCCOc1ccccc1OCCOCCOCCO2	105	4	6	100	15	102	107	101	103	12	-21
COc1ccc(NC(=O)N2CCN(CCC#N)CC2)cc1	103	19	10	100	17	100	102	101	101	41	-16
CC(C)(C)n1nnnc1C(c1ccc2ncccc2c1)N1CCSCC1 (stereo not given)	101	nt	-8	97	16	95	97	96	97	24	-18
CCOCCCNC(=S)N1CCN(Cc2ccc3c(c2)OCO3)CC1	98	6	28	96	14	96	100	99	94	11	-24
O=C(CN(C(=O)CCC(=O)Nc1nccs1)c1ccc2c(c1)OCO2)NCC1CCCO1 (stereo not given)	103	-3	13	99	28	100	101	101	102	15	-18
Cc1ccc(N=C2SC(C(=O)O)CC(=O)N2C)cc1C (stereo not given)	96	4	12	94	11	93	96	94	93	8	-11
Next part:
SMILES	Cdc42 wt GTP	Pf gametocyte	Mcl1 Noxa PPI	Rab7 wt modul	GSH fluor	Rac1 act GTP bind	Rac1 wt GTP bind	Rab2 wt GTP	HRas wt GTP	Avidin fluor	Mcl1 Bid PPI
CC(=C/c1ccccc1)/C=N/n1cnnc1	98	-6	-5	98	12	96	98	98	99	8	1
CNc1cncc(C(=O)O)c1	99	23	12	98	74	97	99	100	98	13	-31
CCn1c(SCC(=O)Nc2cccc(C)n2)nnc1-c1ccco1	98	nt	8	96	43	98	103	99	101	6	-17
CCOC(=O)C(NC(=O)CC)(N1CCc2ccccc2C1)C(F)(F)F (stereo not given)	97	nt	-9	101	13	97	98	100	100	33	-18
O=C(CCc1c[nH]c2ccccc12)NCc1ccc2c(c1)OCO2	109	24	0	102	4	102	109	101	103	7	-37
CCOc1ccc2nc(SCc3cccc(C)c3)nc(C)c2c1	98	nt	-5	97	11	98	102	98	99	12	-10
N/C(Cc1cccs1)=N\OC(=O)COc1ccccc1	99	-6	-19	103	57	97	110	100	101	16	-24
NS(=O)(=O)c1ccc(NC(=O)CCC2CCCCC2)cc1	102	nt	11	97	27	100	111	98	100	35	-6
N#C/C(=C\c1ccco1)C(=O)Nc1cccc2ncccc12	100	-3	-4	99	18	99	103	97	100	14	-9
O=C(NCc1nc2ccccc2[nH]1)C1CCCCC1	91	8	11	96	19	96	96	95	93	9	-13
COc1ccccc1C(=O)Nc1c(C)n(C)n(-c2ccccc2)c1=O	107	-23	-17	104	23	102	104	106	106	14	-12
COC(=O)C1=C(N)Oc2cc(C)[nH]c(=O)c2C1c1cccnc1 (stereo not given)	97	nt	18	97	37	96	96	97	96	13	-4
O=C(O)CN1C(=O)/C(=C/C=C/c2ccccc2)SC1=S	91	-9	22	98	11	90	97	93	96	5	-33
Nc1cc(C(F)(F)F)ccc1Nc1ccccc1	95	-1	3	107	11	94	97	99	98	14	-55
CC1=[N+](C)N(c2ccccc2)C(=O)C1N=Cc1c(Cl)cccc1Cl (stereo not given)	103	nt	-2	101	12	101	106	102	100	13	-12
CCOC(=O)c1sc(NC(=O)C2CC2)nc1C	95	nt	18	100	14	95	97	96	96	9	4
CCCc1cc(=O)[nH]c(SCc2csc(-c3ccccc3)n2)n1	99	-11	6	96	13	96	101	97	100	10	11
Cc1ccc(Cn2ncc(C)c2N)o1	96	-23	-13	103	29	96	101	99	100	11	-77
COc1ccc(OC)c(C2C(C(=O)c3cc4ccccc4o3)=C(O)C(=O)N2c2cc(C)on2)c1 (stereo not given)	97	nt	8	99	29	96	101	99	99	11	-26
COc1cc(C(=O)COC(=O)CNC(=O)C2CCCCC2)cc(OC)c1OC	101	nt	9	101	15	100	101	101	100	53*	-21
CC(C)N(CCNCC(O)COc1ccc(C(C)(C)c2ccccc2)cc1)C(C)C (stereo not given)	94	-11	19	100	15	94	96	96	95	10	21
CCOC(=O)CCn1nnc(N)n1	102	2	-4	102	33	98	107	103	103	15	-33
O=C(/C=C/c1ccc(F)cc1)NNC(=O)CCN1CCN(Cc2ccccc2)CC1	96	-11	26	101	18	97	100	99	100	12	-16
COc1ccc([N+](=O)[O-])cc1C(=O)Nc1ccc(Cc2ccncc2)cc1	98	1	8	101	25	97	101	99	100	9	-15
COC(=O)c1ccc(CSc2nnc(NC(=O)c3cc4c(s3)CCCC4)s2)cc1	97	nt	-25	96	73	97	99	98	96	10	-64
(more compounds)
SMILES	Cdc42 wt GTP	Pf gametocyte	Mcl1 Noxa PPI	Rab7 wt modul	GSH fluor	Rac1 act GTP bind	Rac1 wt GTP bind	Rab2 wt GTP	HRas wt GTP	Avidin fluor	Mcl1 Bid PPI
Cc1cc(C(=O)NCCCc2ccccc2)no1	100	nt	8	99	37	99	100	101	101	7	7
CC(C)(C)c1ccc(C(=O)Nc2ccc(Cl)cc2)cc1	103	11	-12	97	16	98	103	100	99	5	-19
O=C(CCC(=O)NNC(=O)Nc1ccc(Cl)cc1)NCc1ccccc1	97	nt	25	97	59	98	97	97	98	8	1
O=C(NC12CC3CC(CC(C3)C1)C2)N1CCC(O)CC1	95	20	-11	100	19	96	96	95	98	10	0
O=C(NC(=S)NNC(=O)c1cc2ccccc2cc1O)c1ccco1	89	-5	-10	104	10	88	90	95	93	11	-48
COc1ccc(N(Cc2cc3cc(OC)ccc3[nH]c2=O)S(C)(=O)=O)cc1	100	nt	nt	102	36	98	100	100	100	9	nt
COC(=O)CSc1nnc2n1C(C)(C)Cc1ccccc1-2	95	10	5	94	51	96	100	98	97	7	-32
CCC(C)NC(=O)C1CCN(S(=O)(=O)N2CCC3(CC2)OCCO3)CC1 (stereo not given)	99	12	14	105	18	94	97	95	96	10	-18
COc1cccc(CN2CCNC(=O)C2CC(=O)NC2Cc3ccccc3C2)c1 (stereo not given)	98	3	-1	100	22	97	103	97	99	10	-56
CC(=O)Nc1ccc(S(=O)(=O)Oc2ccc(C=O)cc2)cc1	103	-9	0	99	11	97	102	96	98	17	7
CN(C)c1cc[n+](/C(C(=S)Nc2ccc(SC(F)F)cc2)=C(/[O-])c2ccccc2)cc1	98	-12	12	104	25	98	95	98	95	10	-44
COc1ccc(NC(=O)c2ccc(-c3ccc(C)c4ccccc34)o2)cc1	95	nt	13	94	16	92	100	95	92	6	-14
CC1(C)Oc2ccc(C(=O)NN)cc2NC1=O	96	nt	0	97	7	98	100	97	96	24	-13
CC1CCN(C(=O)CSc2ccc(-c3ccccc3)nn2)CC1	99	8	8	97	11	97	98	100	99	5	-16
COC(=O)c1cccc(NC(=O)/C(=C\c2ccccc2)NC(=O)c2ccccc2Cl)c1	100	nt	3	102	nt	95	101	98	100	11	-4
CCCCN(C)C(=O)C(Cc1ccccc1)NS(=O)(=O)c1ccc2c(c1)CCC(=O)N2 (stereo not given)	101	nt	14	102	20	98	104	101	100	9	-16
CCOC(=O)CSc1nnc([C@H](CC(C)C)NC(=O)OC(C)(C)C)o1	102	-1	-6	96	65	101	103	103	101	7	-5
CSCCC(C(=O)N1C[C@]2(C)C[C@H]1CC(C)(C)C2)N1C(=O)c2ccccc2C1=O (stereo not given in full)	97	nt	17	96	10	96	98	98	99	18	-24
Nn1c(SCc2ccccc2)nc2c(cnn2-c2ccccc2)c1=O	97	19	16	102	17	97	101	99	102	11	-5
CCOc1ccc(-c2cc(C(=O)NN=C3CCN(C)CC3)[nH]n2)cc1	99	15	19	96	12	99	103	95	96	18	3
CO/N=C(\c1nonc1N)N1CCN(c2ccc([N+](=O)[O-])cc2Cl)CC1	101	12	0	100	20	97	101	97	99	18	9
CCOC(=O)c1c[nH]c2c(Cl)ccc(Cl)c2c1=O	94	8	17	100	32	94	96	97	95	5	8
